Source: PubChem BioAssay
ZTA counter: counter-screen for EBNA-1 inhibitors: inhibitors of Epstein-Barr virus ZTA. P03206. ZTA-DNA binding, fluorescence polarization. inhibition, % at 11 µM. 320,000 compounds, 0.15% hits. AID 2234; in the data active = inhibition above about 33%
PAFAH2 inh: PAFAH2 (human) inhibition; Q99487; recombinant PAFAH2, FP-rhodamine activity probe, fluorescence polarization; inhibition, % at 3.39 µM; 340,000 compounds, 0.99% hits;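 active = inhibition above the mean over all tested compounds plus 3 SD, cut at about 30% in these data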;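 note: inhibitors block probe labeling of enzyme so polarization drops; 0% = enzyme with DMSO and 100% = wells lacking PAFAH2 protein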
LYPLA2 inh: blocks human lysophospholipase 2, a PME1 counter-screen | O95372 | AID 2177 | inhibition, % at 5.9 µM | recombinant LYPLA2, FP-Rh probe fluorescence polarization | 320,000 compounds, 0.38% hits;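 active = inhibition above the screen-wide mean plus 3 SD, limit set per campaign, cut at about 26% in these data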;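 note: 0% = LYPLA2 with DMSO and 100% = wells lacking LYPLA2 enzyme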
Target sequence (O95372 whole entry, looked up): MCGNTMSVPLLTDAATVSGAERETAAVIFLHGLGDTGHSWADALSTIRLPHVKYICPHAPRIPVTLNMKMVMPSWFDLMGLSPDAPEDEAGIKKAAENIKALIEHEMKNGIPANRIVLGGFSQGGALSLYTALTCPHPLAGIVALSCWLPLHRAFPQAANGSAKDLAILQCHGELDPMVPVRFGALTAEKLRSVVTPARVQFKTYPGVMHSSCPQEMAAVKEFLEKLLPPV
pPAFAH FP inh: inhibitors of human plasma PAF acetylhydrolase (pPAFAH). Q13093. recombinant pPAFAH, FP-rhodamine probe fluorescence polarization. inhibition, % at 3.39 µM. 330,000 compounds, 1.5% hits. AID 463082;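 active = inhibition above the mean inhibition across the screen plus 3 SD, cut at about 25% in these data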;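 note: inhibitors block binding of the rhodamine activity-based probe so polarization drops; 0% = enzyme with DMSO and 100% = wells lacking pPAFAH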
EBNA-1 inh: blocks EBNA-1 binding to DNA; 300,000 compounds, 0.34% hits; EBNA-1 DNA binding, fluorescence polarization; inhibition, % at 14.8 µM; in the data active = inhibition above about 28%
PREPL inhibitor: inhibitors of human prolyl oligopeptidase-like enzyme PREPL | Q4J6C6 | recombinant PREPL, fluorescence polarization activity-based probe | inhibition, % at 5.96 µM | 320,000 compounds, 0.68% hits | AID 2751; in the data active = inhibition above about 43%;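 note: 0% = enzyme with DMSO and 100% = wells lacking enzyme; many of its hits are not listed in these tables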
Target sequence (Q4J6C6 whole entry, looked up): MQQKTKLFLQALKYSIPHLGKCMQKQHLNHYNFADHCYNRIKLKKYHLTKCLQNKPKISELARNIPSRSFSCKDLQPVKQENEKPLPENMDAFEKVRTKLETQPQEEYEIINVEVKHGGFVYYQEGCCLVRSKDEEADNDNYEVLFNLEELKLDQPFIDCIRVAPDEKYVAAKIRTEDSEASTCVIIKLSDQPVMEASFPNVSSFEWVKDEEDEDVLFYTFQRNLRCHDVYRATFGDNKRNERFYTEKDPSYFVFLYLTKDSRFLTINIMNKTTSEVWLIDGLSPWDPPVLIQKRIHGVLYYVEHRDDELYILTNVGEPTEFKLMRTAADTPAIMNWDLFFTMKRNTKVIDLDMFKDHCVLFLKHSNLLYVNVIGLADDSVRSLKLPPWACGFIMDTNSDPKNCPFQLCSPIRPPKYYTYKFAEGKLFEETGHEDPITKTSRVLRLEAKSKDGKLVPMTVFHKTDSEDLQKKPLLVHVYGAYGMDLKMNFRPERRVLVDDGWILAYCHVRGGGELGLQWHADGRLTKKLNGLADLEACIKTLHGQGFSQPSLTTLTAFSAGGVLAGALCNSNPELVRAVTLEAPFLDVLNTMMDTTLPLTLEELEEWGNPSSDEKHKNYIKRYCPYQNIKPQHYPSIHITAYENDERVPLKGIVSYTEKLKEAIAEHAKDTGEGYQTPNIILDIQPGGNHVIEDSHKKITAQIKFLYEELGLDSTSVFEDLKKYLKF
PAFAH1B2 inh: inhibitors of human PAFAH1B2; P68402; recombinant PAFAH1B2, FP-rhodamine activity probe, fluorescence polarization; inhibition, % at 3.39 µM; 340,000 compounds, 1.2% hits; AID 492953;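 active = inhibition above the mean of all tested compounds plus 3 SD, cut at about 24% in these data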;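 note: 0% = enzyme with DMSO and 100% = wells lacking PAFAH1B2; many of its hits are not listed in these tables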
LYPLA1 counter: LYPLA1 (human) inhibition in PME1 counter-screen; O75608; recombinant LYPLA1, FP-Rh probe fluorescence polarization; 320,000 compounds, 0.16% hits; inhibition, % at 5.9 µM; AID 2174;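 active = inhibition above the mean of all tested compounds plus 3 SD, set per campaign, cut at about 14% in these data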;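 note: inhibitors block serine hydrolase probe labeling of LYPLA1 so polarization falls; 0% = enzyme with DMSO and 100% = wells lacking LYPLA1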
PAFAH1B3 inh: blocks human PAF acetylhydrolase 1B catalytic subunit 3; recombinant PAFAH1B3, FP-rhodamine probe, fluorescence polarization; 340,000 compounds, 0.28% hits; AID 492972; Q15102; inhibition, % at 3.39 µM;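 active = inhibition above the screen-wide average of all tested compounds plus 3 SD, cut at about 25% in these data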;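 note: 0% = enzyme with DMSO only and 100% = wells lacking PAFAH1B3 protein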
An asterisk follows results filed as active; x = no result given. Some of the compounds tested; rates above refer to the full screens.

SMILES	ZTA counter	PAFAH2 inh	LYPLA2 inh	pPAFAH FP inh	EBNA-1 inh	PREPL inhibitor	PAFAH1B2 inh	LYPLA1 counter	PAFAH1B3 inh
O=C(O)c1ccc2c3n(nc2c1)-c1ccc(Cl)cc1CO3	6	x	-6	6	0	4	x	-3	x
Cc1cc(C)cc(Oc2ncnc3c2ncn3Cc2c(Cl)cccc2Cl)c1	-4	-2	-6	4	-19	-6	-3	-2	4
CC(C)(C)c1ccc(Cn2nnc3c(=O)[nH]c(C4CCCN(C(=O)c5ccco5)C4)nc32)cc1 (stereo not given)	-6	-1	-3	6	-1	-9	15	4	-6
CC1CC(C)CN(C(=O)c2ccc3ncsc3c2)C1 (stereo not given)	-9	-4	4	3	x	-4	-2	-5	-1
CC(=O)N/C(=C\c1cccs1)C(=O)O	9	4	4	2	10	10	1	-1	1
N#Cc1ccc(Oc2cnccn2)cc1	-13	-1	1	-1	-5	5	3	-1	16
O=C(/C=C/c1ccccc1[N+](=O)[O-])Nc1cccnc1	14	-2	9	6	11	3	-3	2	-2
CCC(=O)N1CCc2cc(S(=O)(=O)CCC(=O)NCc3ccc(C)cc3)ccc21	17	4	-3	0	3	0	4	-5	1
CCOc1ccccc1N1CCN(C(=S)Nc2ccc(S(=O)(=O)Nc3ncccn3)cc2)CC1	2	9	10	7	8	7	-1	-1	8
CCN1C(=O)CC(NNC(=O)c2ccccc2)C1=O (stereo not given)	12	9	3	1	8	-1	-2	-1	9
Cc1ccc(-c2nn(C)c(=O)c3ccccc23)cc1CNC(=O)/C=C/c1ccccc1	6	-15	-19	-4	16	-75	-5	-13	6
O=C(c1cc(-c2ccc(O)cc2)on1)N1CCc2ccccc2C1	-27	-3	-9	5	-12	-50	-1	-4	-7
O=C(Nc1ccc(NC(=O)c2ccccc2Cl)cc1)c1cccnc1	8	6	-1	-3	-5	-1	2	-3	4
O=c1c(Br)c(NCc2ccccc2)cnn1-c1ccc(F)cc1	-4	-4	6	-1	0	14	2	-3	3
COc1ccc(Cl)cc1NC(=O)C1CC(c2ccccc2O)=NO1 (stereo not given)	-4	-1	5	8	12	5	2	4	1
CC(C)(C)OC(=O)C[C@H]1C/C=C\C[C@@H](CC(=O)N(CCO)Cc2ccccc2)C(=O)NC[C@@H](c2ccccc2)OC1=O	x	5	x	0	x	13	10	x	7
Nc1ncnc2c1ncn2C1CCCO1 (stereo not given)	13	-6	-2	10	2	-3	0	-1	3
Cc1cc(NC(=O)CSc2nc3ccccc3c(=O)n2Cc2ccc(F)cc2)no1	-2	0	-5	3	57*	2	2	-6	0
COc1ccc(C(=O)CSc2nnc(-c3ccccc3)o2)cc1	2	-5	14	-3	0	1	-4	1	1
CCOc1ccc(CNc2nnnn2C)cc1	-8	6	-5	1	10	-5	1	-2	5
CC(=O)N(C)c1ccc(NC(=O)N2CCOCC2)cc1	-8	1	6	-1	-12	-3	1	1	5
Cc1ccc(/C=N/NC(=O)c2ccncc2)cc1	-4	-2	1	-1	-6	11	3	2	-4
CCOCCCNc1ccc(N2C(=O)C3CCCCC3C2=O)cc1[N+](=O)[O-] (stereo not given)	6	-7	0	4	-9	-4	3	0	1
Cc1nnc(NC(=O)CSc2nnc(C(C)NC(=O)c3ccccc3F)n2C)s1 (stereo not given)	0	-7	-3	-1	-9	-2	5	-3	-2
O=C(COC(=O)C1CC(O)CN1S(=O)(=O)c1ccc(Cl)cc1)c1cccc(Cl)c1 (stereo not given)	6	2	-6	3	-3	-9	-4	-3	9
CCCc1cc(=O)oc2cc(C)cc(OCC(=O)Nc3ccccn3)c12	-14	-3	2	3	6	-4	-1	-3	6
O=C(NC(CO)(CO)CO)[C@@H]1CCCN1S(=O)(=O)c1cccc2cccnc12	-9	-1	-3	3	4	7	-3	-2	5
COc1ccc2oc(=O)cc(CN3CCOCC3)c2c1	18	-7	4	1	4	-4	6	-2	8
Nn1c(SCC(=O)NCc2ccccc2)nncc1=O	-11	5	6	6	2	7	-3	4	4
O=C(Nc1ccccc1N1CCCCC1)c1cccc(F)c1	2	1	0	1	-9	8	4	-1	1
CCCc1nc2c(nnn2Cc2ccccc2F)c(=O)[nH]1	8	1	0	5	6	2	0	2	0
CCc1cc(=O)oc2c(CN3CCN(C)CC3)c(O)ccc12	-7	-1	-2	2	-2	12	6	0	2
Cc1cc(Cl)ccc1OC(C)C(=O)NCCCn1ccnc1 (stereo not given)	-4	2	-1	3	8	-5	0	1	10
COc1ccc(OC)c(-c2cc(C(=O)N3CCN(c4ccccc4)CC3)no2)c1	-12	-8	3	5	-1	-26	-6	1	9
CC(/C=N/NC(=O)c1nnn(-c2nonc2N)c1C)=C\c1ccccc1	6	-11	8	0	5	-7	3	4	-3
Cc1ccc(-n2nc(C)c3c2OC(N)=C(C#N)C3c2cccs2)cc1 (stereo not given)	-3	6	-7	-2	-13	5	1	-1	4
CC(=O)N(C)c1ccc(NC(=S)NCC(C)C)cc1	-3	-1	2	-3	-14	11	-1	2	10
COCCCN(CC(=O)Nc1ccc(N2CCOCC2)cc1)S(=O)(=O)c1ccc(C)cc1	5	2	4	0	0	-1	2	1	8
CC(C)c1ccc(Nc2nc(CC(=O)O)cs2)cc1	-16	-1	7	7	-1	11	2	3	5
COc1ccc(NC(=S)NC(=O)/C=C/c2ccccc2)cc1	-4	1	-2	3	-3	-10	2	-5	9
O=C(CNc1ccc2ccccc2c1)N/N=C/c1ccc(OC(=O)/C=C/c2ccco2)cc1	-5	-11	22	12	3	-21	-2	-3	-5
CN(C(=O)CCN1C(=O)c2ccccc2C1=O)c1ccccc1	-6	9	-5	4	1	-5	5	-3	7
CC(O)C(=O)N/N=C/c1ccccc1C(=O)O (stereo not given)	-8	-3	-3	5	4	-3	1	-2	10
CC(C)N1CCc2[nH]c(=S)[nH]c(=O)c2C1	-2	7	2	5	0	4	-1	3	6
O=C(CN1C(=O)NC2(CCCC2)C1=O)Nc1ccc(S(=O)(=O)N2CCOCC2)cc1	-1	8	30*	1	6	-3	10	4	10
COc1ccccc1NC(=O)c1ccc(NS(=O)(=O)c2c(C)noc2C)cc1	-11	1	4	7	-5	-7	5	0	6
COCCN=C1Sc2nc3ccc(C)cc3cc2CN1Cc1ccco1	15	0	1	64*	11	2	6	1	-1
CCOC(=O)CC(C#N)c1cn(C)c2ccccc12 (stereo not given)	14	-4	8	3	7	7	0	1	-1
O=C(/C=C/c1ccc(F)cc1)Nc1ccc(S(=O)(=O)Nc2ncccn2)cc1	12	-5	-5	-1	-14	4	-4	-8	-6
CN(C)C(=O)CSc1cnc2ccccc2n1	-6	-8	-3	2	-5	0	3	-4	8
CCOC(=O)c1sc(NC(=O)C2CSC3(C)CCC(=O)N23)nc1C (stereo not given)	-11	3	-5	1	x	12	1	-1	7
Cc1ccc(C(=O)O)cc1Nc1ncnc2sc3c(c12)CCC3	-16	7	1	3	0	10	-2	-2	-3
COCCCNC(=O)c1ccc(CNS(=O)(=O)c2ccc(NC(C)=O)cc2)cc1	12	-7	-2	-8	-7	-6	10	0	-6
Cc1ccc(NC(=O)CSc2nnc(C(F)(F)F)n2C)cc1[N+](=O)[O-]	-34	-5	-2	9	-8	9	2	2	11
CC(c1ccccc1)C1CC(=O)N(Cc2ccccc2)C1=O (stereo not given)	-7	2	0	2	-14	-6	3	-2	6
CC(=O)c1cccc(NC(=O)CSc2nc(C3CC3)nc3ccccc23)c1	-12	10	-1	1	1	3	8	0	1
CCNCCNC(=O)c1c(O)c2ccccc2n(CC)c1=O	4	2	2	2	6	8	3	2	7
O=C(Nc1ccccc1-c1ccccc1)c1cnccn1	-12	1	1	-1	3	1	6	2	15
COC(=O)c1cccc(C(=O)N2CCC(CO)(CCc3ccccc3)CC2)c1	-8	2	7	-2	13	-16	3	-2	-1
COc1ccc(CC2(CO)CCN(S(=O)(=O)c3cccc4cccnc34)CC2)cc1	-20	0	7	7	-8	51*	0	-2	5

Some values from above.
PAFAH1B3 inh result of `CN(C)C(=O)CSc1cnc2ccccc2n1` → 8
ZTA counter result of `Cc1ccc(C(=O)O)cc1Nc1ncnc2sc3c(c12)CCC3` → -16
ZTA counter result of `COC(=O)c1cccc(C(=O)N2CCC(CO)(CCc3ccccc3)CC2)c1` → -8
PAFAH1B3 inh result of `CCNCCNC(=O)c1c(O)c2ccccc2n(CC)c1=O` → 7
PREPL inhibitor result of `CC(=O)c1cccc(NC(=O)CSc2nc(C3CC3)nc3ccccc23)c1` → 3

Next section:
SMILES	ZTA counter	PAFAH2 inh	LYPLA2 inh	pPAFAH FP inh	EBNA-1 inh	PREPL inhibitor	PAFAH1B2 inh	LYPLA1 counter	PAFAH1B3 inh
CCOc1ncccc1C(=O)N1CCCSC1=Nc1ccc(C(C)=O)cc1	-1	-2	1	1	-15	4	7	0	8
COCCN1C(=O)N[C@@H](c2cccs2)C(C(C)=O)=C1C	-20	5	1	7	-2	2	6	7	0
Cc1ccc(C)c(NC(=O)c2oc(=O)c3ccccc3c2-c2ccccc2)c1	9	5	-13	7	14	5	-4	-10	12
Cc1cc(F)ccc1S(=O)(=O)Nc1ncnc2sccc12	-2	0	8	5	-1	11	6	1	9
Cc1cccc(C)c1OCC(=O)OCC(=O)c1ccc2c(c1)NC(=O)CO2	8	4	4	4	1	-4	2	-3	0
COc1ccc(CNC(=O)CCCSc2ccccc2)cc1	1	-7	3	9	5	11	10	-2	2
COc1ccc(/C=N/NC(=O)c2cccc(Br)c2)cc1CN1CCOCC1	-4	-1	4	4	0	6	2	-3	11
CC(=O)Nc1ccc(S(=O)(=O)Nc2ccc(C(=O)NCC(=O)O)cc2)cc1	5	-2	7	2	3	15	1	3	-4
N/C(Cc1ccc([N+](=O)[O-])cc1)=N\OC(=O)c1ccco1	-14	39*	17	1	-3	7	7	4	1
CCNC(=S)Nc1cccc(S(=O)(=O)NC2=NCCC2)c1	8	-8	2	2	2	28	1	-5	6
O=C(/C=C/c1cccnc1)c1cccc(O)c1	7	-3	3	-1	-6	-4	1	-1	5
CNS(=O)(=O)c1ccc(NC(=O)c2cnn3c(C(F)F)cc(-c4ccccc4)nc23)cc1	16	2	4	4	5	5	1	2	-7
CCC(C)[C@H](NC(=O)N1CCn2c1nc1ccccc12)C(=O)NCc1ccccc1 (stereo not given in full)	-20	-1	0	3	-3	4	2	0	8
Cc1cc(C)c(C#N)c(Sc2nnnn2-c2ccccc2)n1	-6	-11	-2	4	0	5	0	3	10
COc1ccc(OC)c(NC(=O)NC2CCCc3ccccc32)c1 (stereo not given)	-7	-13	-1	-4	10	-3	-9	-3	9
C=CCN1CCN(Cc2cnc(Cl)s2)CC1	-6	-2	1	-3	-9	-13	-1	1	10
CC(C)n1ncc2c(C(=O)N3CCN(Cc4ccc(Cl)s4)CC3)cc(C3CC3)nc21	10	-7	2	5	x	6	1	-2	2
NC(=O)CSc1nc2cc([N+](=O)[O-])ccc2n1-c1cccc(C(F)(F)F)c1	10	10	-1	7	0	3	7	4	1
Cc1ccccc1C(=O)Nn1cnnc1	3	-3	0	3	-7	9	0	1	4
C=CCC[C@H](Cc1ccc(F)cc1)C(=O)OC[C@H](Cc1c[nH]c2ccccc12)NC(=O)[C@H](CC=C)CC(=O)N(CCO)Cc1ccccc1	x	6	x	16	x	16	5	x	3

Compounds above with bromine:
SMILES	ZTA counter	PAFAH2 inh	LYPLA2 inh	pPAFAH FP inh	EBNA-1 inh	PREPL inhibitor	PAFAH1B2 inh	LYPLA1 counter	PAFAH1B3 inh
O=c1c(Br)c(NCc2ccccc2)cnn1-c1ccc(F)cc1	-4	-4	6	-1	0	14	2	-3	3
COc1ccc(/C=N/NC(=O)c2cccc(Br)c2)cc1CN1CCOCC1	-4	-1	4	4	0	6	2	-3	11
